Tb PYK inh: T. brucei pyruvate kinase inhibition; Q57TT1; TbPYK enzyme, Kinase-Glo Plus ATP luminescence, 45 min; Potency, µM (doses to about 76.8 µM), for the others: top-dose activity, negative = inhibition, most hits filed as inhibitors; 410,000 compounds, 0.12% hits; also: potency is read from the fitted curve at half-maximal effect; nearly all actives have a fitted effect of over 50% in size
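ADP (130 uM final) triggers the TbPYK reaction after compound addition; incubation is 45 min at room temperature. Kinase-Glo Plus is then added and luminescence imaged. Normalized data are fitted to concentration-effect curves.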
AmpC inh no detg: inhibitors of E. coli AmpC beta-lactamase without detergent. P00811. AmpC nitrocefin hydrolysis, absorbance 480 nm, 0.0001% Triton. Potency, µM (highest dose often 57.1 µM), for inactives: at the top dose activity change, negative = inhibition, most hits filed as inhibitors. 330,000 compounds, 0.52% hits. AID 485341;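 also: potency is read from the fitted curve at half-maximal effect; plate controls were no compound for no effect and no enzyme for full effect; nearly all actives have a fitted effect of over 20% in size; some results filed as inactive show a strong effect at the top dose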
Target sequence (P00811 whole entry, looked up): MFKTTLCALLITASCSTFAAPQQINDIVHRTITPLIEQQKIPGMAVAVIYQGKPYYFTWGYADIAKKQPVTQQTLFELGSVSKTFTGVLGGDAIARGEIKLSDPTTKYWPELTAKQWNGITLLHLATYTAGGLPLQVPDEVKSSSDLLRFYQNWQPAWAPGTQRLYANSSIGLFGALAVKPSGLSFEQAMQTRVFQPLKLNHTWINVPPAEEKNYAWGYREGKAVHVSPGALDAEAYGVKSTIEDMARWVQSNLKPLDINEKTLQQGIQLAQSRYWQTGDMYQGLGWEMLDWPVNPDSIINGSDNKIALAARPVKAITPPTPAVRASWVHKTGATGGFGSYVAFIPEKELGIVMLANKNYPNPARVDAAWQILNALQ
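AmpC (5.3 nM in the dispensed reagent) in 20 mM phosphate pH 7.0 with 0.01% (detergent screen) or 0.0001% Triton X-100 was preincubated with compounds for 15 min at room temperature. Nitrocefin was then added from an 800 uM solution, and hydrolysis was followed at 480 nm.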
HCV inh: blocks hepatitis C virus. Huh7.5.1 HCVcc-Cre infection, luciferase reporter, 44 h. Potency, µM (titrated, usually from 41.8 µM), inactives show at the top dose activity change, negative = inhibition, usual class: inhibitors. 340,000 compounds, 3.4% hits. AID 651820; also: potency is read from the fitted curve at half-maximal effect
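1,000 cells/well; 4 h culture; + compound; + HCVcc-Cre (~0.5 moi); 44 h; luciferase substrate, RT 15 min; read 15 sec.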
AmpC detergent: inhibitors of E. coli AmpC beta-lactamase with detergent | Potency, µM (top dose mostly 114 µM), without a hit: at the top dose activity change, negative = inhibition, hits mostly inhibitors | AmpC hydrolysis of nitrocefin, absorbance 480 nm, 0.01% Triton | AID 485294 | P00811 | 370,000 compounds, 0.041% hits;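 also: potency is read from the fitted curve at half-maximal effect; 0% = no-compound wells and -100% = no-enzyme wells; nearly all actives have a fitted effect of over 25% in size; some results filed as inactive show a strong effect at the top dose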
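20 mM phosphate pH 7.0 + 0.01% (detergent screen) or 0.0001% Triton X-100; 5.3 nM AmpC reagent; cpd preinc 15 min RT; nitrocefin (800 uM stock) to start; A480 q20 s × 4 min; Activity was normalised to no-enzyme and no-compound control wells.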
LmPK inh: LmPK (Leishmania mexicana) enzyme inhibition | purified LmPK, Kinase-Glo ATP luminescence, 1 h | Potency, µM (series often up to 57.5 µM), inactives show at the highest dose activity change, negative = inhibition, usual class: inhibitors | 290,000 compounds, 0.37% hits; also: potency is read from the fitted curve at half-maximal effect
Target sequence (Q27686 whole entry, looked up): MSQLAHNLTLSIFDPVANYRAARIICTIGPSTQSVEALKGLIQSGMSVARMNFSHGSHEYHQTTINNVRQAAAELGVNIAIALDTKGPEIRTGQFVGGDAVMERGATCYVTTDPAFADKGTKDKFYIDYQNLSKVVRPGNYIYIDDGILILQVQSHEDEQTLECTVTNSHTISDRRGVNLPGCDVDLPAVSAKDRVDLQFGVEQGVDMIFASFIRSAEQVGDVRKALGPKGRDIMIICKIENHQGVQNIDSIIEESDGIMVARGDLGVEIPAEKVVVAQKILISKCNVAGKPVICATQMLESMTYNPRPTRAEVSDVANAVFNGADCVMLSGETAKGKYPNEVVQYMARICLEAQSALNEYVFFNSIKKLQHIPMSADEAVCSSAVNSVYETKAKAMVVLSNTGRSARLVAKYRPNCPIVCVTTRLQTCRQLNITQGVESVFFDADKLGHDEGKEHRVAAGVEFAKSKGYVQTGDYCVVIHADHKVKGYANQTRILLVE
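Purified LmPK (0.1 nM) converted ADP (0.1 mM) to ATP with PEP (0.5 mM) in imidazole buffer pH 7.2 with KCl and MgCl2, 1 h at room temperature. ATP was read by Kinase-Glo luminescence; data normalized to uninhibited and no-enzyme controls.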
HCMV inh: inhibitors of human cytomegalovirus | HFF cells, HCMV-luciferase reporter, 72 h; active compounds read low | activity change, negative = inhibition, % at 57.5 µM | 410,000 compounds, 4.5% hits; in the data active = activity change below about -60%; inconclusive = no clear call, values can overlap the other calls; inactive = above about -39%
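Compounds were evaluated in HFFs infected with an HCMV luciferase reporter virus (MOI 1 PFU/cell). Luciferase in lysates collected 72 h post infection served as the replication measure.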
AMA1 RON2 block: inhibitors of Plasmodium falciparum AMA1-RON2 interaction. 360,000 compounds, 0.2% hits. AlphaScreen AMA1-biotinylated RON2 peptide binding. AID 720542. Potency, µM (series often up to 58.2 µM), inactives show at the highest dose activity change, negative = inhibition, usual class: inhibitors;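 also: potency is read from the fitted curve at half-maximal effect; 0% = vehicle wells and -100% = peptide control; nearly all actives have a fitted effect of over 45% in size; some results filed as inactive show a strong effect at the top dose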
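AMA1 (3D7) with his tag at 25 nM final met compounds first, then biotinylated RON2 peptide at 25 nM; detection used donor plus acceptor beads, 10 µg/mL apiece, read by AlphaScreen after 30 min at room temperature.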
Numbers without * were called inactive; ? = inconclusive; . = not tested or not shown; [ ] = dose if it differs, or a comment. Unless noted, calls follow the shape of the dose curve; as a rule, active = well fitted curve in the direction sought with a large enough effect; inconclusive = small, poorly fitted or top-dose-only effect, or another doubt; inactive = no such curve, though single readings can be large; an effect the other way counts as inactive or inconclusive. Unless noted, % is scaled to controls: 0 for no effect and ±100 for the full control effect.

Order of values – Tb PYK inh	AmpC inh no detg	HCV inh	AmpC detergent	LmPK inh	HCMV inh	AMA1 RON2 block
Cc1nnc(CN(C)C(=O)c2cc(COc3ccc(C)c(C)c3)on2)o1
 : 0%	72%[activator]	-10%	-5%	6%	-20	2%
Cc1cc(C)c(S(=O)(=O)NC(CC(=O)O)c2cccc([N+](=O)[O-])c2)c(C)c1 (stereo unspecified)
 : 5%	-3%	18%	1%	-1%[11.5 µM]	-24	1%
CC(O)(C#CCN1CCCCCC1)c1ccccc1 (stereo unspecified)
 : 0%	-10%	-16%	3%	6%	-102*	7%
CCOC(=O)c1ccccc1NC(=O)N1CCn2c(C)ccc2C1CC (stereo unspecified)
 : 0%	34%	?	-2%	1%	-9	-1%
CCN1CCN(C(=O)C2COc3ccccc3O2)CC1 (stereo unspecified)
 : 5%	-16%	19%	4%	-6%	18	40%[activator]
Cn1ccs/c1=N\C(=O)Nc1cccc(C(F)(F)F)c1
 : 0%	-20%	-8%	-1%	1%	-6	4%
CN(C)S(=O)(=O)N1CCC(n2cnc3cccnc32)CC1
 : 1%	.	.	5%	.	9	.
Fc1ccc(CNc2ccc(CNc3ncn[nH]3)cc2)cc1
 : 0%	-2%	1%	-13%	-15%	-22	-11%
O=C(NC(Cc1ccccc1)C(=O)O)/C(=C\c1ccc(Cl)cc1)NC(=O)c1ccccc1 (stereo unspecified)
 : -14%	-14%	17%	2%	1%	54	4%
CCNc1oc(-c2ccc(OC)cc2)nc1S(=O)(=O)c1ccc(Br)cc1
 : -1%	-49%	2%	3%	1%	-23	-7%
COc1ccccc1NC(=O)C(C)OC(=O)CCCc1c[nH]c2ccccc12 (stereo unspecified)
 : 0%	-4%	?	-6%	.	-6	-15%
NNC(=O)CNc1cccc(Cl)c1
 : 2%	-17%	13%	9%	-1%	-32	64%[activator]
COc1ccc2ccccc2c1CNCCN1CCOCC1
 : -7%	-8%	-1%	3%	0%	35	-1%
CC1CCCCN1CCNC(=O)CN1C(=O)COc2ccccc21 (stereo unspecified)
 : 1%	-37%	-4%	1%	-3%	-1	12%
O=C1CSC(=S)N1c1ccccc1
 : 0%	.	-26%	.	.	13	2%
Cc1cc(OCCn2nc(C(=O)O)c3ccccc3c2=O)ccc1C(C)C
 : -2%	-7%	?	-10%	5%	?	-8%
CC(C)c1onc(C(=O)N2CCN(c3ccccc3)CC2)c1[N+](=O)[O-]
 : 4%	-7%	9%	-10%	0%	-2	-8%
CC1CC(=O)c2cnc(N)nc2C1 (stereo unspecified)
 : 5%	-8%	16%	?	0%	14	-6%
COC(=O)N/N=C(\C)c1cccc(C(F)(F)F)c1
 : 0%	-6%	-2%	-4%	-3%	36	-7%
CCO[C@H]1OC(C(=O)NC2CC2)=C[C@@H](c2coc3ccccc3c2=O)[C@@H]1CCCO
 : 1%	11%	12%	-3%	2%	11	5%

One compound at a time, from the list above:
COc1ccccc1NC(=O)C(C)OC(=O)CCCc1c[nH]c2ccccc12 (stereo unspecified) is listed with Tb PYK inh = 0%; AmpC inh no detg = -4%; HCV inh = ?; AmpC detergent = -6%; LmPK inh = .; HCMV inh = -6; AMA1 RON2 block = -15%
Cc1cc(OCCn2nc(C(=O)O)c3ccccc3c2=O)ccc1C(C)C is listed with Tb PYK inh = -2%; AmpC inh no detg = -7%; HCV inh = ?; AmpC detergent = -10%; LmPK inh = 5%; HCMV inh = ?; AMA1 RON2 block = -8%

(list continues)
Order of values – Tb PYK inh	AmpC inh no detg	HCV inh	AmpC detergent	LmPK inh	HCMV inh	AMA1 RON2 block
O=C(Nc1ccc(Oc2ccc(Cl)cc2)cc1)c1ncn[nH]1
 : -1%	-48%	-13%	-17%	1%	14	6%
COc1ccc(-n2c(NC(=O)c3ccc(Br)o3)c(C#N)c3nc4ccccc4nc32)cc1
 : .	-6%	.	-1%	1%	.	.
CC(C)CCNC(=O)CCCC1=NS(=O)(=O)c2ccccc2N1
 : -1%	-22%	10%	17%	0%	-25	-23%
COc1ccc(C2c3c(ccc4ccccc34)Oc3ncn4nc(Cc5ccccc5)nc4c32)cc1OC (stereo unspecified)
 : -9%	-13%	?	1%	0%	0	15%
Cc1ccc(S(=O)(=O)N2CCN(C(=O)CCOc3cc(C)ccc3C)CC2)cc1
 : 5%	147%[activator]	?	5%	.	?	39%[activator]
C[n+]1ccn(CC(=O)c2ccc(Br)cc2)c1
 : -8%	-22%	0%	2%	-2%	?	-14%
COC(=O)CCN1CCC2CC1c1cc(Cl)ccc12 (stereo unspecified)
 : 0%	.	-1%	.	.	8	-13%
Cc1cc(C(=O)NCc2ccccc2Cl)c2c(C)nn(-c3ccccc3)c2n1
 : 5%	.	.	21%	.	-3	.
CCc1cccc(NC(=O)c2cc(OC)c(OC)c(OC)c2)c1
 : 5%	1%	-16%	-12%	2%	102	0%
O=c1[nH]c(/C=C/c2ccc([N+](=O)[O-])cc2)c([N+](=O)[O-])c(=O)[nH]1
 : 5%	-21%	-8%	-11%	-16%	-10	-6%
CC(C)NC(=O)NC(=O)COC(=O)CCCSc1nc2ccccc2s1
 : 0%	30%	9%	-2%	-3%	22	10%
O=C1CN(C(=O)c2ccc(Br)o2)C(c2ccc(F)cc2)c2cc(F)ccc2N1 (stereo unspecified)
 : -10%	-23%	10%	2%	4%	24	-12%
COc1cccc(NC(=S)NCc2ccco2)c1
 : -6%	-12%	-5%	-13%	1%	45	8%
O=C(Nc1cc(S(=O)(=O)N2CCOCC2)ccc1-n1cncn1)c1ccc(Cl)cc1
 : 2%	87%[activator]	-5%	-11%	-3%	0	-2%
COc1cccc(-n2cc(C(=O)OCc3ccc(Cl)cc3)c3ccccc3c2=O)c1
 : -5%	.	.	-6%	.	-14	.
Cc1noc(C(=O)Nc2sc3c(c2C#N)CCC3)c1Cl
 : -4%	-10%	-1%	-13%	13%	23	-3%
O=C(OCCOc1ccc(F)cc1)c1ccc(S(=O)(=O)N2CCCC2)cc1
 : 7%	-2%	2%	3%	.	22	34%[activator]
Cc1ccccc1NC(=O)c1oc2c(c1C)-c1nn(Cc3cccc(Cl)c3)cc1CC2
 : -1%	.	.	15%	.	-20	.
CNS(=O)(=O)c1ccc(N=Cc2c(O)n(-c3cccc(C)c3)c(=O)[nH]c2=O)cc1
 : 2%	-29%	13%	-8%	2%	?	2%
O=C(CCCNC(=O)/C(=C/c1ccc(F)cc1)NC(=O)c1ccccc1)OCc1ccccc1
 : -4%	-17%	-8%	-3%	-1%	-8	-5%

Additional compounds
Order of values – Tb PYK inh	AmpC inh no detg	HCV inh	AmpC detergent	LmPK inh	HCMV inh	AMA1 RON2 block
COc1cc(-c2c(C#N)c(N)nc(SCc3ccncc3)c2C#N)cc(OC)c1OC
 : 0%	44%	6%	?	1%	-7	-16%
O=C(NCc1ccccc1)C(=O)NCC1OCCCN1S(=O)(=O)c1cccs1 (stereo unspecified)
 : -2%	-12%	0%	-1%	0%	46	16%
CCN(CC(=O)Nc1c(F)cccc1F)C(=O)C1CC(=O)N(c2ccccc2OC)C1 (stereo unspecified)
 : 4%	8%	-1%	-6%	-2%	11	93%[activator]
COc1ccc(-c2nn(-c3ccccc3)cc2C(=O)NC2CCCCC2C)cc1 (stereo unspecified)
 : -3%	-20%	-21%	-24%	.	-23	-9%
CCC12CN3CC(C)(CN(C1)C3c1ccc(O)cc1O)C2=O (stereo unspecified)
 : 3%	.	.	11%	.	6	.
CN(Cc1cccc(F)c1)C(=O)c1cc(=O)[nH]c2ccccc12
 : -2%	-1%	2%	-14%	9%	-34	0%
CC(C)(C)OC(=O)N/N=C\c1ccc(OC(=O)c2cccs2)cc1
 : -10%	-35%	19%	-6%	3%	53	-26%
COc1ccc(C=O)cc1Cn1c(C)cc(C)c(C#N)c1=O
 : -3%	-10%	16%	3%	7%[11.5 µM]	-1	-7%
COC(=O)c1ccc(C2C(C(C)=O)=C(C)Nc3ncnn32)cc1 (stereo unspecified)
 : -4%	-9%	7%	?	-1%	67	0%
O=C(NCc1ccc2c(c1)OCO2)c1ccc(CS(=O)Cc2ccc(Cl)cc2)o1 (stereo unspecified)
 : -2%	33%	11µM*	-9%	3%	-30	0%
Cc1nc2ccccc2c(=O)n1/N=C/c1ccc(OC(F)F)cc1
 : 3%	0%	-11%	4%	0%	-23	-2%
CC(C)Oc1cccc(C(=O)NC(=S)Nc2ccc(N3CCN(C)CC3)cc2)c1
 : -1%	103%[activator]	?	5%	3%	-16	-5%
COc1ccc(NC2=CC(=O)CC(c3ccc(C)cc3)C2)c(OC)c1 (stereo unspecified)
 : -4%	.	?	.	.	26	-15%
COc1ccc(OC)c(NC(=O)c2ccc(NC3=NC4CS(=O)(=O)CC4S3)cc2)c1 (stereo unspecified)
 : 0%	-3%	0%	-7%	-4%	3	42%[activator]
CCCn1c(=N)n(CC(=O)c2ccco2)c2ccccc21
 : 3%	19%	-16%	-2%	2%	-35	0%
c1ccc(CN(Cc2ccccc2)c2nn[nH]n2)cc1
 : 3%	-24%	4%	1%	6%	-18	-8%
CC(=O)Nc1ccc(NC(=O)C2CCCN2S(=O)(=O)c2cccc(C(F)(F)F)c2)cc1 (stereo unspecified)
 : -9%	-7%	14%	-11%	5%	51	2%
CCCc1cc(=O)oc2c3c(cc(OCC(=O)NCCN4CCOCC4)c12)OC(C)(C)CC3
 : 0%	261%[activator]	?	?	0%	-18	-2%
C=C1CCN(C(C)C(=O)O)S(=O)(=O)c2ccccc21 (stereo unspecified)
 : 0%	-12%	1.4µM*	-5%	0%	27	6%
O=C(CC12CC3CC(CC(C3)C1)C2)Nc1c(F)cccc1F
 : 0%	-9%	10%	1%	-2%	.	-9%

Following part
Order of values – Tb PYK inh	AmpC inh no detg	HCV inh	AmpC detergent	LmPK inh	HCMV inh	AMA1 RON2 block
COCCN(C(=O)CSc1nc(N)cc(=O)[nH]1)c1c(N)n(Cc2ccccc2)c(=O)[nH]c1=O
 : -1%	-12%	8%	?	.	8	-3%
COc1cccc(-c2coc3c(C)c4oc(=O)c(CC(=O)O)c(C)c4cc23)c1
 : -5%	-21%	34%[activator]	7%	0%	-19	-2%
COc1ccc(OC)c(NC(=O)c2ccc(NS(=O)(=O)c3c(C)noc3C)cc2)c1
 : 1%	-24%	?	?	0%	?	?
Cc1ccc(/C(N)=N/OC(=O)C23CC4CC(CC(C4)C2)C3)cc1
 : 3%	?	7%	2%	4%	5	-10%
COc1ccc2nc(NCc3ccc(OC)c(OC)c3OC)sc2c1
 : -3%	.	?	.	.	57	-3%

Screens: PubChem, National Center for Advancing Translational Sciences (NCATS)
